GPR151 activ: activates the human receptor GPR151; PathHunter beta-arrestin GPR151 cells, luminescence; activation, % at 11.2 µM; 1% of 650,000 active; in the data active means activation above about 4.9%;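 further: 0% = median of compound wells and 100% = cells with positive control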
MITF primary: inhibitors of human MITF; O75030; AlphaScreen MITF homodimerization, bead proximity signal; inhibition, % at 2.6 µM; 0.91% of 650,000 active; in the data active means inhibition above about 50%;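 further: 0% = vehicle wells with protein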
TEAD-YAP block: TEAD-YAP interaction inhibition; inhibition, % at 9.12 µM; 1.4% of 640,000 active; AID 1259422; HEK-TIYL cells, TEAD-Gal4/YAP UAS-luciferase luminescence; in the data active means inhibition above about 32%;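 further: 0% = median of test compound wells and 100% = reference inhibitor wells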
FBW7 act: activators of human E3 ligase FBW7. AlphaScreen FBW7–phospho-cyclin E peptide binding, activator screen. normalized activity (activation), % at 26.1 µM. 0.13% of 650,000 active; in the data active means normalized activity above about 1.9%;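 further: purified mutant Fbw7 with reduced substrate affinity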
Target sequence (Q969H0 whole entry, looked up): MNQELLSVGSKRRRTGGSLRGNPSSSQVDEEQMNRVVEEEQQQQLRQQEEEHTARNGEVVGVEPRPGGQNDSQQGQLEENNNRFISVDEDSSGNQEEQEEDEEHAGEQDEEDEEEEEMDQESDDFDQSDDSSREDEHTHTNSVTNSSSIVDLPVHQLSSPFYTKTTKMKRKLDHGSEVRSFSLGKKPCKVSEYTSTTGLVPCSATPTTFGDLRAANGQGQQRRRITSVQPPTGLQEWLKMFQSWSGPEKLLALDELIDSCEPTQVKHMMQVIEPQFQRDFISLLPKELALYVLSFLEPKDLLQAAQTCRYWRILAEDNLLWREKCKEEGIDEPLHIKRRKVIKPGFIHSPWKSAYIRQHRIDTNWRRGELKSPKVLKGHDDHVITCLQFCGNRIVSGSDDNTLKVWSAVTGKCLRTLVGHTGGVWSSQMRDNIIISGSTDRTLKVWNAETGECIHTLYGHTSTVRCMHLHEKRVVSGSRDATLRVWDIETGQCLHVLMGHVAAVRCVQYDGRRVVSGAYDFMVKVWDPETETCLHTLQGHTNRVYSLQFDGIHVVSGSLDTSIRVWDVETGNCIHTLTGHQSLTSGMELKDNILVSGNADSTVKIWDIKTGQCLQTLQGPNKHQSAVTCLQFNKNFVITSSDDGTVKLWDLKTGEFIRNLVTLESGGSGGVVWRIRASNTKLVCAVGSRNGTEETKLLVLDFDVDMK
Numbers without * were called inactive.

SMILES | GPR151 activ | MITF primary | TEAD-YAP block | FBW7 act
CCOC(=O)C1=C(c2ccccc2)N=c2s/c(=C\c3ccc(-c4cccc(C(=O)OCC)c4)o3)c(=O)n2C1c1ccc(Cl)cc1 (stereo not given) | 0.7 | 10 | 11 | 0.4
C=CCn1c(SCC(=O)c2ccccc2)nc2sc3c(c2c1=O)CCCC3 | 1.4 | 14 | -5 | -0.1
CC1=C(C)CC2C(=O)N(c3ccccc3)C(=O)C2C1 (stereo not given) | -1.6 | 15 | -4 | 0.2
Cc1c(NC(=O)/C(=C/c2cccs2)NC(=O)c2ccccc2)c(=O)n(-c2ccccc2)n1C | 0.5 | 1 | -13 | 0.5
Cc1cccc(N(CC(=O)NCc2ccccc2)C(=O)CCC(=O)Nc2cc(C)ccn2)c1 | 0.4 | -4 | -6 | 0.1
Cc1noc(/C=C/c2ccco2)c1S(=O)(=O)N1CCC(C(=O)Nc2nccs2)CC1 | 0.2 | 58* | -12 | -0.3
O=C(COc1ccc2c(=O)c(-c3ccccc3Cl)coc2c1)OC1CCCCC1 | 1.5 | -1 | 7 | 0.1
O=C1CCC(CCNCc2cccc(C(F)(F)F)c2)N1CC1CCCO1 (stereo not given) | 0.2 | -4 | 5 | -0.2
C[C@H]1CN(Cc2ccccc2)[C@H](c2ccccc2)C2=CCCO[C@H]21 | -1.1 | 0 | -11 | -0.2
CCOc1ccc(C2C(=O)N(C3CCCCC3)CC(=O)N2CC2CCCO2)cc1OC (stereo not given) | 0.1 | -4 | 1 | 0.5
CCCCC1(C)OC(=O)C(=Cc2cc(Br)c(O)c(OC)c2)C(=O)O1 (stereo not given) | -0.8 | 26 | 0 | 0.1
CCN(CC)c1ccc(/C=N/NC(=O)C(=O)N/N=C/c2ccc(N(CC)CC)cc2)cc1 | 1.2 | 1 | 10 | 0.1
CCOC(=O)N1CCC(NC(=O)CC2C(=O)NCCN2Cc2cccs2)CC1 (stereo not given) | 0.7 | -2 | -5 | 0.0
CN(C)c1cccc(-c2cnc3c(n2)[nH]c(=O)n3Cc2ccccn2)c1 | 1.0 | 3 | -5 | 0.3
COc1ccc(C2=NN3C(C2)c2ccccc2OC32CCCCC2)cc1 (stereo not given) | -1.9 | 10 | -48 | 0.1

In another format: results already given.
Order of values – GPR151 activ, MITF primary, TEAD-YAP block, FBW7 act
CC1=C(C)CC2C(=O)N(c3ccccc3)C(=O)C2C1 (stereo not given)
  -1.6, 15, -4, 0.2
Cc1c(NC(=O)/C(=C/c2cccs2)NC(=O)c2ccccc2)c(=O)n(-c2ccccc2)n1C
  0.5, 1, -13, 0.5
CCOc1ccc(C2C(=O)N(C3CCCCC3)CC(=O)N2CC2CCCO2)cc1OC (stereo not given)
  0.1, -4, 1, 0.5
C=CCn1c(SCC(=O)c2ccccc2)nc2sc3c(c2c1=O)CCCC3
  1.4, 14, -5, -0.1
O=C(COc1ccc2c(=O)c(-c3ccccc3Cl)coc2c1)OC1CCCCC1
  1.5, -1, 7, 0.1
Cc1cccc(N(CC(=O)NCc2ccccc2)C(=O)CCC(=O)Nc2cc(C)ccn2)c1
  0.4, -4, -6, 0.1

Additional entries follow.
SMILES | GPR151 activ | MITF primary | TEAD-YAP block | FBW7 act
COC(=O)c1cc(NC(=O)c2cc3ccccc3o2)cc(C(=O)OC)c1 | -0.7 | -3 | 0 | 0.0
CS(=O)(=O)c1ccc(C(=O)OCC(=O)NC23CC4CC(CC(C4)C2)C3)cc1[N+](=O)[O-] | -0.5 | -7 | 2 | 0.0
CCOc1ccc(CC(=O)NCc2ccccc2Cl)cc1OCC | -0.2 | -1 | 1 | -0.1
CC(C)c1ccc(NC(=O)CN2C(=O)C3(OCCCO3)c3ccccc32)cc1 | 2.1 | 8 | 10 | 0.1
CCOc1ccc(S(=O)(=O)N2CCN(c3ccc(F)cc3)CC2)c2ccccc12 | -0.8 | -11 | 14 | 0.1
Cc1ccc(NC(=O)c2cc3cc(Cl)ccc3oc2=N)cc1 | -1.8 | 6 | -5 | -0.1
NC(=O)COC(=O)c1cc(S(=O)(=O)N2CCOCC2)c(Cl)cc1Cl | 1.3 | 5 | -26 | 0.3
COc1ccc(NCc2ccc(C(=O)O)o2)cc1 | -0.9 | 28 | -3 | 0.0
Cc1cccc(C(=O)Nc2nnc(C3CCCCC3)s2)c1[N+](=O)[O-] | 1.9 | -13 | -4 | 0.0
O=C1C2C(c3ccccc3Cl)OC3(C(=O)c4ccccc4C3=O)C2C(=O)N1c1ccc([N+](=O)[O-])cc1 (stereo not given) | 1.2 | 8 | 17 | 0.1
COC(=O)c1ccc(NC(=O)/C(=C\c2cccc([N+](=O)[O-])c2)NC(=O)c2ccc(Br)o2)cc1 | 0.3 | -5 | 4 | -0.1
CC(=O)C(Cc1ccccc1)NC(=O)COC(=O)c1ccc(-n2cnnn2)cc1 (stereo not given) | 0.9 | 8 | 5 | 0.0
CC(C)CC(NC(=O)c1ccc(C#CC(C)(C)O)s1)C(=O)O (stereo not given) | -0.9 | -11 | -11 | -0.1
COc1ccc(C(OC(=O)c2ccco2)C(=O)NC2CCCC2)cc1OC (stereo not given) | 0.8 | 18 | 5 | 0.0
Cc1ccc(CNC(=O)COc2cccc3ccc(N4CCCCC4)nc23)cc1 | -0.1 | 1 | 14 | 0.1
COc1ccc(NC(=S)NC(NC(C)=O)C(Cl)(Cl)Cl)c([N+](=O)[O-])c1 (stereo not given) | 1.2 | 20 | 10 | 0.0
NC(=O)N/N=C/c1cc([N+](=O)[O-])cc(Br)c1O | 0.9 | 20 | 1 | 0.3
CCCCN1C(=O)SC(Nc2ccc(F)cc2)C1=O (stereo not given) | 8.2* | 6 | 3 | 0.1
O=C(CC1(O)C(=O)Nc2ccccc21)c1cc(O)ccc1O (stereo not given) | -1.7 | 21 | 0 | 0.0
COc1ccc(OC)c(N(CC(=O)NC(C)C)S(=O)(=O)c2ccccc2)c1 | -0.2 | 13 | 6 | 0.0
Cc1cc(-c2ccccc2)nc2cc(C(=O)NCc3cccnc3)nn12 | -0.8 | -1 | 4 | 0.0
COc1ccc(S(=O)(=O)N(CC(=O)Nc2c(C)cccc2C)c2ccc(Cl)cc2)cc1 | 0.8 | 37 | 0 | 0.3
CC(=O)Nc1cccc(-c2ccc3c(c2)COC2(CCN(C(C)=O)CC2)O3)c1 | 1.6 | 3 | -12 | -0.3
c1ccc(-c2csc(Nc3nc(NCc4ccco4)nc(N4CCCCC4)n3)n2)cc1 | 0.0 | 9 | -5 | 0.1
C#CCOc1cc(OC)c(OC)c(OC)c1 | 5.6* | 8 | 2 | -0.1
CCOC(=O)C1(CCc2ccccc2)CCN(C(=O)c2ccncc2)CC1 | -0.9 | 2 | -18 | -0.1
O=C(CSc1nnc(SCc2ccccc2)s1)N/N=C/c1cccnc1 | 0.5 | 0 | -12 | 0.2
O=C(NCCN1CCOCC1)c1cccc(Nc2nccc3ccccc23)n1 | -1.4 | 8 | -1 | 0.0
CCCC(=O)N1c2ccccc2-c2nnc(SC)nc2OC1c1ccc(OC)cc1OC (stereo not given) | 1.0 | 18 | 3 | 0.2
Cc1ccc(NC(=O)Cn2ccccc2=O)cc1 | 0.8 | -1 | -10 | 0.1
COc1ccc(CCNc2c(-c3ccc(O)cc3O)nc3cnccn23)cc1OC | -1.5 | 11 | -6 | 0.0
O=C(COc1ccccc1)Nc1nnc(S(=O)(=O)N2CCCC2)s1 | 1.0 | 1 | 2 | -0.2
Cc1ccc(NC(=O)c2ccc(C)s2)c(Br)c1 | -1.7 | 7 | 0 | 0.0
C/C(=N\NC(=O)CCn1c2c(c3ccccc31)CCCC2)c1ccncc1 | -0.6 | -4 | 0 | -0.1
O=C(NNC(=O)c1ccccc1I)c1ccc(F)cc1 | -0.2 | 11 | 5 | 0.3
O=C(Nc1cccc(Cl)c1)Oc1ccc2oc(=O)sc2c1 | 0.8 | 1 | 14 | -0.1
Cc1ccc(-c2noc(CNC(=O)c3ccccc3Br)n2)cc1 | 0.3 | -5 | -7 | 0.0
CC(=O)Nc1ccc(NC(=O)c2cnc(NC3CCC(O)CC3)s2)cc1 (stereo not given) | -0.6 | 16 | -1 | 0.1
Cc1cc(C)n(-c2ccc(N3CCCC(C(=O)NC4CCCCC4)C3)nn2)n1 (stereo not given) | -0.1 | -4 | 0 | -0.1
Cc1cccc(C(=O)N2CCN(c3ccc(F)cc3)CC2)c1[N+](=O)[O-] | 3.6 | -17 | 3 | -0.2
COc1ccc(-c2nc3ccc(C(=O)NCC4CCCO4)cc3nc2-c2ccc(OC)cc2)cc1 (stereo not given) | 3.0 | -12 | -7 | 0.2
CCCn1c(=O)c2c(nc3n2CCS3)n(C)c1=O | -0.8 | 5 | 3 | -0.1
CCCc1nc2ccccc2c(=O)n1NC(=O)c1c(O)c2ccccc2n(C)c1=O | -0.8 | 7 | 3 | 0.1
O=C(NCc1nnc(SCC(=O)N2N=C(c3cccs3)CC2c2ccc(F)cc2)n1Cc1ccccc1)c1ccc([N+](=O)[O-])cc1 (stereo not given) | 0.5 | 5 | 10 | 0.1
COc1cc(C2CC(=O)c3cnc(NC(=O)c4ccco4)nc3C2)cc(OC)c1OC (stereo not given) | 3.9 | 6 | 2 | 0.0

Individual results from the results shown:
Entry of O=C(Nc1cccc(Cl)c1)Oc1ccc2oc(=O)sc2c1 in TEAD-YAP block: 14
Entry of CC(=O)Nc1ccc(NC(=O)c2cnc(NC3CCC(O)CC3)s2)cc1 (stereo not given) in FBW7 act: 0.1

Later entries.
SMILES | GPR151 activ | MITF primary | TEAD-YAP block | FBW7 act
NS(=O)(=O)c1ccc(NC(=O)CSc2ccccn2)cc1 | 0.0 | -3 | 0 | -0.1
C=CCN(CC=C)CCOc1ccc(C(=O)OC)cc1 | -2.6 | 51* | -7 | 0.4
O=C(O)c1oc2ccccc2c1CSC1=NCCS1 | 0.9 | -10 | 2 | -0.2
Cc1ccc(-c2c(C(=O)NN)nnn2-c2nonc2N)cc1 | -1.6 | 6 | -2 | 0.3
CCC(C)c1ccc(NC(=O)Cn2nnc(-c3ccccc3N)n2)cc1 (stereo not given) | 1.5 | 7 | 5 | -0.1
CC1CCCN(C(=O)c2cccc(F)c2)C1 (stereo not given) | 2.5 | 3 | -3 | 0.1
O=C(O)c1cccc(S(=O)(=O)Nc2ccccc2Cc2ccccc2)c1 | 0.8 | 6 | 13 | 0.3
Cc1ccc2c(c1)CN(CCC(=O)NCCc1ccc(S(N)(=O)=O)cc1)CC(C)O2 (stereo not given) | 0.2 | -4 | 0 | -0.3
CCOC(=O)c1c(NC(=O)c2ccc(N)c([N+](=O)[O-])c2)sc2c1CCCC2 | 0.5 | -2 | 4 | 0.0
COc1ccc(C2C(C(C)=O)=C(O)C(=O)N2c2ccc(Br)cc2)c(OC)c1 (stereo not given) | 1.2 | -19 | -14 | 0.0
CCC(Cc1ccccc1)NC(=O)CN(C)S(=O)(=O)c1ccc2nc(C)sc2c1 (stereo not given) | 1.5 | -5 | 4 | 0.0
N#Cc1ccc(CSc2ccccc2C(=O)O)cc1 | -0.5 | 1 | -20 | 0.1
NC(=O)CN1CCOCCN(CC(N)=O)CCOCC1 | 1.6 | -8 | 3 | 0.1
COc1ccc2c(c1)OC(C)CN(CCC(=O)NCCc1ccccn1)C2 (stereo not given) | -0.8 | 4 | -5 | -0.1
COCc1nnc(NC(=O)c2ccc(OC)cc2)s1 | -2.4 | -1 | -31 | 0.0
Cc1ccc(Cn2c(SCC(=O)N3CCCC3)nc3c(sc4ccc([N+](=O)[O-])cc43)c2=O)cc1 | -2.7 | 2 | -3 | 0.4
CCC(=O)Oc1ccc(OC)cc1C1Oc2nc(SC)nnc2-c2ccccc2N1C(=O)CC (stereo not given) | -2.4 | 0 | -5 | 0.1
CCCOc1cccc(C(=O)Nc2cccc(-c3nc4cc(C)ccc4o3)c2)c1 | 0.0 | 7 | -4 | 0.6
COc1ccc(C(OC(=O)c2ccco2)C(=O)NCc2ccccc2)cc1 (stereo not given) | -1.4 | 9 | 0 | 0.2
CCOC(CNC(=O)c1c[nH]c(=O)n(C)c1=O)OCC | 0.0 | -2 | 3 | -0.1
CCC(C)c1ccc(NC(=O)CN2C(=O)c3ccccc3C2=O)cc1 (stereo not given) | -0.9 | 30 | -10 | 1.3

Screening results deposited in PubChem BioAssay by The Scripps Research Institute Molecular Screening Center.
